# Compound activity from PubChem.
# 14-3-3g Raf – modulators of human 14-3-3 gamma - Raf peptide interaction. hit rate 0.19% among 160,000. P61981. FP, 14-3-3gamma / TMR-pS259-Raf peptide binding. AID 422. inhibition, % at 40 µM; in the data active = inhibition above about 30%;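 note: 0% = protein plus tracer without compound and 100% = blank with tracer alone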
# Target sequence (P61981 whole entry, looked up): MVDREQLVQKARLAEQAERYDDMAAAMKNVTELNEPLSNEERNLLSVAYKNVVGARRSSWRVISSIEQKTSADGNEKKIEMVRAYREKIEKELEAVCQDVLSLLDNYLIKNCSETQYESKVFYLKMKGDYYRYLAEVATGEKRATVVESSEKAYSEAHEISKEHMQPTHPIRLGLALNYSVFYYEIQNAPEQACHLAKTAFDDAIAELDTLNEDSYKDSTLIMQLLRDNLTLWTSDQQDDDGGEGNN
# Starred values were filed as active, the others as inactive; & = joins results of further samples.
SMILES,14-3-3g Raf
C=CCn1c(CCNC(=O)c2cccc(C)c2)nc2ccccc21,-5.9
CCNc1nc(NCC)n2c(SCc3ccc(F)cc3)nnc2n1,1.0
Cc1ccccc1OCC(O)Cn1c(N2CCOCC2)nc2c1c(=O)[nH]c(=O)n2C (centres undefined),17.3
Cc1ccc(NS(=O)(=O)c2ccc3oc4ccc(S(=O)(=O)Nc5ccc(C)cc5)cc4c3c2)cc1,1.6
CCC(=O)Nc1cc(C)c(NC(=O)C23CC4CC(CC(C4)C2)C3)cn1,-25.7
COCCOC(=O)c1ccc(NC(=O)CN2C(=O)c3ccccc3C2=O)cc1,-2.7
COCCCNC(=O)C1CCN(C(=O)N(C)C)CC1,-3.4
COc1ccc(-n2c(C=Cc3cccc(OC)c3OC)nc3ccccc3c2=O)cc1,1.0
Cn1cc(SCC(=O)Nc2nccs2)c2ccccc21,-8.7
CCn1c(SCC(=O)c2ccc(NS(=O)(=O)c3ccccc3)cc2)nnc1-c1cccs1,-2.6
O=C1CN(S(=O)(=O)c2cccc([N+](=O)[O-])c2)CC(=O)N1CCc1ccccc1,-13.5
C=C(C)c1cccc(C(C)(C)NC(=O)Nc2ccccc2F)c1,-8.9
O=C(CSc1nc(-c2ccccc2)cc(=O)[nH]1)NC1CCCC1,-2.3
O=C(CN1C(=O)C2C3C=CC(C3)C2C1=O)Nc1cc(C(F)(F)F)cc(C(F)(F)F)c1 (centres undefined),-4.4
COCCn1nnnc1C(c1cc(OC)ccc1OC)N1CCc2ccccc2C1 (centres undefined),-3.8
CCN(C(=O)c1cc2cc3ccc(OC)cc3nc2s1)c1cccc(C)c1,6.1
COc1ccc2nc(/N=C\N(C)C)sc2c1,-6.7
CCOC(=O)C1CCN(C(C(=O)NC2CCCC2)c2ccc(Cl)cc2)CC1 (centres undefined),0.9
O=C(c1ccc(N2CC3CC(C2)c2cccc(=O)n2C3)c([N+](=O)[O-])c1)N1CCN(c2ccc(F)cc2)CC1 (centres undefined),-20.1
O=C1CCCC2=C1C(c1ccccc1)n1nc(SCc3ccccc3Cl)nc1N2 (centres undefined),1.9

# A section taken from the entries so far, for reference:
SMILES,14-3-3g Raf
Cc1ccccc1OCC(O)Cn1c(N2CCOCC2)nc2c1c(=O)[nH]c(=O)n2C (centres undefined),17.3
Cc1ccc(NS(=O)(=O)c2ccc3oc4ccc(S(=O)(=O)Nc5ccc(C)cc5)cc4c3c2)cc1,1.6
CCC(=O)Nc1cc(C)c(NC(=O)C23CC4CC(CC(C4)C2)C3)cn1,-25.7
COCCOC(=O)c1ccc(NC(=O)CN2C(=O)c3ccccc3C2=O)cc1,-2.7
COCCCNC(=O)C1CCN(C(=O)N(C)C)CC1,-3.4
COc1ccc(-n2c(C=Cc3cccc(OC)c3OC)nc3ccccc3c2=O)cc1,1.0
Cn1cc(SCC(=O)Nc2nccs2)c2ccccc21,-8.7
CCn1c(SCC(=O)c2ccc(NS(=O)(=O)c3ccccc3)cc2)nnc1-c1cccs1,-2.6
O=C1CN(S(=O)(=O)c2cccc([N+](=O)[O-])c2)CC(=O)N1CCc1ccccc1,-13.5
C=C(C)c1cccc(C(C)(C)NC(=O)Nc2ccccc2F)c1,-8.9
O=C(CSc1nc(-c2ccccc2)cc(=O)[nH]1)NC1CCCC1,-2.3
O=C(CN1C(=O)C2C3C=CC(C3)C2C1=O)Nc1cc(C(F)(F)F)cc(C(F)(F)F)c1 (centres undefined),-4.4
COCCn1nnnc1C(c1cc(OC)ccc1OC)N1CCc2ccccc2C1 (centres undefined),-3.8
CCN(C(=O)c1cc2cc3ccc(OC)cc3nc2s1)c1cccc(C)c1,6.1
COc1ccc2nc(/N=C\N(C)C)sc2c1,-6.7
CCOC(=O)C1CCN(C(C(=O)NC2CCCC2)c2ccc(Cl)cc2)CC1 (centres undefined),0.9
O=C(c1ccc(N2CC3CC(C2)c2cccc(=O)n2C3)c([N+](=O)[O-])c1)N1CCN(c2ccc(F)cc2)CC1 (centres undefined),-20.1
O=C1CCCC2=C1C(c1ccccc1)n1nc(SCc3ccccc3Cl)nc1N2 (centres undefined),1.9

# (cont.)
SMILES,14-3-3g Raf
O=C(c1cccc(S(=O)(=O)NC2CCCCCC2)c1)N1CCCc2ccccc21,-8.3
Cc1ccc2oc(=O)c3cnn(CC(=O)N4CCN(c5ccccn5)CC4)c3c2c1,-7.8
CCOc1ccc(/C(O)=C2/C(=O)C(=O)N(Cc3cccnc3)C2c2ccc(N(C)C)cc2)c(C)c1 (centres undefined),-3.1
O=C(CSc1nc2ccc(N3CCOCC3)cc2c(=O)n1Cc1ccc2c(c1)OCO2)c1ccc(Cl)cc1,-12.9
CC(=O)N1CCCc2cc(S(=O)(=O)N(C)CCC#N)ccc21,0.0&-0.8
CC1CCCC(NC(=O)CCn2nc(-c3ccccc3)ccc2=O)C1C (centres undefined),-3.1
CCc1ccc(NC(=O)Cn2cnc(SCc3ccccc3)n2)cc1,6.0
CSc1nc2ccc3nc(NC(=O)CN4C(=O)CCC4=O)sc3c2s1,-18.4
O=C(Nc1ccc2c(c1)oc1ccccc12)c1ccncc1,0.7
COc1ccc(-c2cc3nc4c(c(=O)n3[nH]2)CCCC4)cc1,-10.5
Clc1ccc2c(c1)C1CC(c3cccs3)=NN1C1(CCCC1)O2 (centres undefined),-345.2
O=[N+]([O-])c1ccc(-c2cc(-c3ccccc3)cc(-c3ccccc3O)n2)cc1,-9.2
Cc1ccc(C2=NN(CCC(=O)NCCc3cccc(C)c3)C(=O)CC2)cc1,-12.2
CN(Cc1ccco1)C(=O)CN1N=C(c2ccccc2)CCC1=O,3.1
Cc1ccccc1C1C=C(c2ccc(Br)cc2)Nc2nnnn21 (centres undefined),0.5
Cc1nnc(Nc2ccc(S(=O)(=O)Nc3nccs3)cc2)c2ccccc12,-42.5
Cc1cc(C)cc(OCCCCc2c(C)n[nH]c2C)c1,1.9
CC1=C(C(=O)OC2CCCCC2)C(c2ccc(Cl)cc2)C2=C(CCCC2=O)N1 (centres undefined),3.7
CC(=O)c1c(C)[nH]c(C(=O)NCCCN(C)Cc2ccccc2)c1C,-27.2
C(=Nc1ccccc1)c1cn(-c2ccccc2)nc1-c1ccccc1,15.1
COC(=O)c1[nH]c2ccc(Br)cc2c1NC(=O)CN1CCOCC1,-2.9
CC(=O)c1cccc(Nc2cc(C)nc3c2ccc2ccccc23)c1,-15.3
O=C1CC2(CCCCC2)Oc2ccc(O)cc21,-4.0&0.0
Cc1ccc(OC(=O)c2ccc(C)c([N+](=O)[O-])c2)cn1,-1.2
CC(C)Sc1nc2c(cnn2-c2ccccc2)c(=O)[nH]1,1.5
C=CCNc1nc2c(c(=O)[nH]c(=O)n2C)n1Cc1ccccc1,4.9
COCCNC(=O)c1ccc(CS(=O)(=O)c2ccc(C)cc2)o1,-0.5
O=C(OCCN(C1=NS(=O)(=O)c2ccccc21)c1ccccc1Cl)c1ccncc1,3.6
Cc1cc(NC(=O)c2ccc(Oc3ccc([N+](=O)[O-])cc3)cc2)no1,2.8
CN(C)c1ccc(C2C3C(=O)NC(=O)C3ON2c2ccc(Cl)cc2)cc1 (centres undefined),2.2
CC(=O)Nc1ccc(NCc2c(C#N)c3ccccc3n2C)cc1,-15.4
Cc1cc(-n2nc(C)cc2C)n2ncc(-c3ccccc3)c2n1,-6.6
CCOc1cc(C2C(C(=O)OCc3ccccc3)=C(C)NC3=C2C(=O)CCC3)ccc1O (centres undefined),-3.9
O=C(Cn1nc(-c2ccc(Cl)cc2)ccc1=O)N1CCC(Cc2ccccc2)CC1,-2.2
CCOc1ccc(CCn2c(-c3ccccc3)c(CC)n3c4c(=O)n(C)c(=O)n(C)c4nc23)cc1OCC,-4.4
O=C(O)c1ccc2c(=O)n(CCCN3CCCC3=O)c(=S)[nH]c2c1,-7.9
Cc1ccc(-c2cc(C(=O)NCc3ccco3)no2)cc1,-2.3
COc1cccc(N2CCN(C(=O)c3cccc(N4C(=O)NC5CC4(C)Oc4c(OC)cccc45)c3)CC2)c1 (centres undefined),7.0
CCOC(=O)c1cc2ccccc2nc1C,-4.9&-1.7
COC(=O)c1cc(N)cc([N+](=O)[O-])c1,1.0
CCOc1ccc(OCC)c(NS(=O)(=O)c2ccc(OCC)c3ncccc23)c1,-0.9
Cc1cc(O)ccc1-n1c(=O)c2cc3c(=O)n(-c4ccc(O)cc4C)c(=O)c3cc2c1=O,-27.8
CCCC(c1nnnn1Cc1ccccc1)N1CCC(C(N)=O)CC1 (centres undefined),-3.8
CC(C)(C)c1ccc(OCC(=O)Nc2ccc3oc(-c4ccncc4)nc3c2)cc1,-9.8
O=C(O)C1C2C=CC(C2)C1C(=O)NCC1CCCO1 (centres undefined),2.8
Cc1ccc(C2=NN(C(=O)c3ccc(N(C)C)cc3)C(O)(C(F)(F)F)C2)cc1 (centres undefined),-1.0
COc1ccc(NC(=O)C(c2ccc(C)cc2)N(C)C(=O)Cc2c[nH]c3ccccc23)cc1 (centres undefined),-17.1
O=C(O)CCC(=O)Nc1cc(Br)c2c(c1)OCCO2,7.2
COc1cc(C(c2nnnn2C(C)(C)C)N2CCN(c3nc4ccccc4s3)CC2)ccc1O (centres undefined),-9.9
C=CCOC(=O)C1=C(C)N=C2SCCC(=O)N2C1c1ccc(OCCC)cc1 (centres undefined),3.5
CN(C)Cc1nc2c([nH]1)c(=O)n(C)c(=O)n2C,-4.7
Nc1ncnc(Nc2ccc(Cl)cc2C(=O)c2ccccc2Cl)c1[N+](=O)[O-],-3.1
CN(C)S(=O)(=O)N1CCN(C(=O)c2ccccc2Cl)CC1,-1.2
O=C(COc1cccc(Cl)c1)Nc1ccc(C(=O)OC2CCCCC2)cc1,-15.8
C=CCc1cccc(/C=N/c2nc3ccccc3n2CC)c1O,-6.7
Cc1cc(C)n(-c2nncn2/N=C/c2ccccc2F)n1,1.5
COc1cccc2sc(Nc3nnc(-c4cccs4)o3)nc12,4.8
CC(C)=CCC/C(C)=C/CN(CC(C)O)CC(C)O (centres undefined),-1.4
Cc1ccc2c(c1)cc(C)c1nnc(SCC(=O)NCc3ccco3)n12,-4.3
CCC(=O)Nc1nc2nc(C(C)C)cc(=O)n2[nH]1,-5.2

# Going on with the list.
SMILES,14-3-3g Raf
COc1ccc(C(C)=O)cc1CSc1nc2ccc(N3CCOCC3)cc2c(=O)n1Cc1ccccc1,-9.6
COc1ccc(Oc2coc3cc(OC(=O)N4CCOCC4)ccc3c2=O)cc1,0.8
CC(C)Cc1ccc2c(N)c(C(=O)c3ccc(Br)cc3)sc2n1,-16.0
COC(=O)c1cc(Br)ccc1OC(=O)c1cccnc1,-5.5&-8.7
O=C(NCCc1c[nH]c2ccccc12)c1ccc(Cn2c(=S)[nH]c3ccc(N4CCOCC4)cc3c2=O)cc1,-29.2
O=C(CC1N=C2c3ccccc3N=C(SCc3ccccc3Cl)N2C1=O)NC1CCCCC1 (centres undefined),-2.5
Cc1ccccc1Nc1nc(OCC(F)(F)F)nc(OCC(F)(F)F)n1,-2.1
COc1ccc(-c2noc(CCC(=O)Nc3cc(OC)ccc3OC)n2)cc1,-0.5
CCC(=O)NC(=Nc1nc(C)c2cc(OC)ccc2n1)NC(=O)CC,-2.1
N#Cc1nc(-c2cccs2)oc1NCc1ccco1,-9.3
CCOC(=O)C1CCCN(Cc2c(Cl)cccc2Cl)C1 (centres undefined),-2.5
C=CCN(CC=C)CC(O)Cn1c2ccccc2c2ccccc21 (centres undefined),-2.0&-6.2
COC(=O)c1ccccc1NC(=O)COC(=O)c1cccnc1,-3.7
CCN(CC)c1ccc2cc(-c3nc4ccc(Cl)cc4[nH]3)c(=O)oc2c1,-275.0
Nc1cccc(C(=O)N(c2ccccc2)c2cccc3ccccc23)c1,-9.6
O=C(NCc1ccc(Cl)cc1)c1noc2c1CCCCC2,-5.2&-3.5
CNC(=O)Nc1ccccc1C(=O)NCc1ccccc1,0.6
c1ccc(-c2nn3c(C4CCCCC4)nnc3s2)nc1,-0.9
CC1CN(C(=O)CSc2nnc(-c3ccc(Cl)cc3)n2C)CC(C)O1 (centres undefined),-7.3
COc1ccc2c(c1OC)C(=O)N1c3ccccc3N=C(c3ccc(-c4ccccc4)cc3)CC21 (centres undefined),-4.5
COc1cccc(-n2c(=O)c3c(C)c(C)sc3n(Cc3ccc(C)cc3)c2=O)c1,-17.9
CCOc1ccc(N2C(=O)CC(N3CCN(C4CCc5ccccc5C4)CC3)C2=O)cc1 (centres undefined),2.6
CCOc1cccc(C2CC(c3ccc4c(c3)OCO4)=NC(c3ccc(F)cc3)N2)c1O (centres undefined),-362.4
COc1ccc(C2CC(C(F)(F)F)n3nc(C(=O)NCc4cc5cc(Cl)ccc5[nH]4)cc3N2)cc1OC (centres undefined),-2.5
COc1ccc(C(=O)N2c3ccccc3N=C(c3ccccc3)CC2c2ccccc2)cc1 (centres undefined),1.1
CCC(Sc1nc2ccccc2s1)C(=O)O (centres undefined),-0.6
O=C(CSc1cccc2cccnc12)Nc1nc2c(ccc3ccccc32)s1,-44.5
COc1ccc(Nc2nc(-c3c(C)nc4sccn34)cs2)cc1,0.5
COC(=O)NCC1(C)CC(NC(=O)OC)CC(C)(C)C1 (centres undefined),-9.3
O=C(c1ccncc1)N1CCN(C(=O)c2ccncc2)CC1,-11.1
O=S(=O)(NCc1ccccc1)c1ccc(S(=O)(=O)N(Cc2ccccn2)Cc2ccco2)cc1,-6.3
COc1ccc2nc3sc(C(=O)Nc4cc(Cl)c(OC)cc4OC)cc3cc2c1,-17.9
COc1ccc(CNCc2ccc(OC)c(OC)c2)cc1C,-3.2
CCS(=O)(=O)N1CCCC(C(=O)NC2CCCCC2)C1 (centres undefined),-6.2&-0.6
Cc1ccc2c(c1)C(c1ccc(F)cc1)N(C(=O)c1cccc(C(F)(F)F)c1)CC(=O)N2 (centres undefined),-9.1
COC(=O)Cc1[nH]nc2c1C1(CCSCC1)C(C#N)=C(N)O2,-7.5
CC1CCCC(C)N1CC(O)COc1ccc(N=Cc2ccccc2O)cc1 (centres undefined),-7.0
O=C(NC1CCCCCCC1)c1cc(-c2ccccn2)nc2ccccc12,-5.7
CSc1nnc2c(n1)OC(c1ccc(F)cc1)Nc1ccc(Br)cc1-2 (centres undefined),-15.2
COc1cc(C2C3=C(CC(C)(C)CC3=O)NC3=C2C(=O)CC(C)(C)C3)ccc1OCc1ccccc1F,-5.2
COc1ccc(S(=O)(=O)N2CC(C)N(S(=O)(=O)c3ccc(OC)cc3)CC2C)cc1 (centres undefined),5.2&8.9
CC(C)Cc1ccc(C(C)C(=O)N2CCOCC2)cc1 (centres undefined),1.9

# Not all compounds are listed; rates above refer to the full screens.
